Assay outcomes as filed in PubChem BioAssay.
RAD54 inh – inhibitors of human RAD54 branch migration | Q92698 | RAD54 Holliday junction branch migration, FAM/BHQ fluorescence | inhibition, % at 10.4 µM | 0.14% of 360,000 active;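 active means mean normalized replicate activity at least 40 and at least half of replicates scoring 40 or more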;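 further: 0% = median of neutral control wells and 100% = median of positive control wells; inhibitors cause a drop in the FAM fluorescence signal; in these data hits start at about 50%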
RAD52 anneal inh – RAD52 (human) annealing inhibition | P43351 | recombinant RAD52 DNA annealing, FRET fluorescence | inhibition, % at 18.7 µM | 0.46% of 360,000 active;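 active means every replicate showing at least 50% inhibition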
ERp5 inh – ERp5 (human) disulfide isomerase inhibition; inhibition, % at 9.99 µM; AID 651711; Q15084; 0.05% of 350,000 active; ERp5 insulin aggregation, absorbance 650 nm, 90 min;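 active means mean replicate inhibition above about 25%, with every replicate also reaching it, limit read from the data, passing the limit was not always enough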
E-selectin induc – E-selectin induction on HUVECs. P16581. HUVEC E-selectin immunofluorescence imaging; normalized: neutral wells 0, TNF-alpha wells 100. activation, % at 7.58 µM. 0.37% of 260,000 active. AID 686992;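 active means mean E-selectin-positive cell signal at least 10% of the positive control, reached in at least 60% of replicates, without over 20% cell loss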;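 further: in these data hits start at about 27%; measured in HUVEC primary endothelial cells; signal is the percent of cells scored E-selectin positive by PE staining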
Target sequence (P16581 whole entry, looked up): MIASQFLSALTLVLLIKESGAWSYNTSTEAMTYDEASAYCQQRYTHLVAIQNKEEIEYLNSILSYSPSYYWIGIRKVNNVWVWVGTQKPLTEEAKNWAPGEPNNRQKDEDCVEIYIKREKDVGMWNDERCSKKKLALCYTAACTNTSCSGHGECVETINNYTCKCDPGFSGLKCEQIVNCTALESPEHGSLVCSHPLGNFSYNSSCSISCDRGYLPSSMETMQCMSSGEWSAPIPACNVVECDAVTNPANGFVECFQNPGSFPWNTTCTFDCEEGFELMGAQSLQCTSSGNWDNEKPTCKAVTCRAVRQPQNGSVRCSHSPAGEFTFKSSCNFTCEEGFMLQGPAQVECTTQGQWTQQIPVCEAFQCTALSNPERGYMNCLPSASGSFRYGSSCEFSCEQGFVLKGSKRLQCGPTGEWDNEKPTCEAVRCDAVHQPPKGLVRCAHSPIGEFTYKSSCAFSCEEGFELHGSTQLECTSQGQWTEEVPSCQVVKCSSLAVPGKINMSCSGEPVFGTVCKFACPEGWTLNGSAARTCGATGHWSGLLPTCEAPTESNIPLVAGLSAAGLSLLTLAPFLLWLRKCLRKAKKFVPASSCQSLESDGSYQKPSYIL
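System: HUVEC, human umbilical vein endothelial cells; quantity: 3,000 cells/well; buffer or medium: EGM-2 medium, gelatin-coated wells; dosing: single-point compound dose; detection: immunofluorescence imaging; evaluation: % PE-positive cells; benchmarks: TNF-alpha, DMSO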
esBAF inh – blocks esBAF chromatin remodeling in mouse ES cells. Bmi1-luciferase knock-in reporter, 24 h; 100% = twice the neutral-well signal. reporter increase, % at 12.5 µM. 2% of 350,000 active; in the data active means activation above about 40%;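 further: 0% = median of the plate's neutral control wells and 100% = double that signal; a rise in the Bmi1 reporter signal indicates esBAF inhibition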
PglD DTNB – inhibitors of Campylobacter jejuni PglD acetyltransferase | AID 602405 | purified PglD enzyme, DTNB colorimetric CoA detection | 0.098% of 360,000 active | inhibition, % at 12.5 µM; in the data active means inhibition above about 16%, passing the limit was not always enough; further: strong numbers were not always called active
ARNT TACC3 PPI – ARNT/TACC3 interaction disruption | AlphaScreen His-ARNT PAS-B/GST-TACC3 binding, luminescence; TACC3 fragment carries E629A point mutation | inhibition, % at 9.99 µM | 0.66% of 390,000 active;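 active means mean inhibition of replicates at least 50% and at least half of replicates each reaching 50%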;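 further: 0% = complete ARNT plus TACC3 wells and 100% = ARNT alone without TACC3; many hits fall short of the cut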
Casp6 inh – inhibitors of human caspase-6; 0.53% of 350,000 active; inhibition, % at 12.5 µM; purified caspase-6, Z-VEID-R110 cleavage fluorescence; P55212;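 active means mean inhibition across replicates at least about 35%, with every replicate also reaching that limit, limit read from the data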;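 further: 0% = median of neutral control wells and 100% = no fluorescence left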
Target sequence (P55212 24-179 limits assumed): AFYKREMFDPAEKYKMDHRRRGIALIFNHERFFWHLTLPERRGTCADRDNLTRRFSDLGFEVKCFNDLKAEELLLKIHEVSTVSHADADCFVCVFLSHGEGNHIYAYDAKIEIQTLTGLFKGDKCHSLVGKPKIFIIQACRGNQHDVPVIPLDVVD
Target sequence (P55212 194-293 limits assumed): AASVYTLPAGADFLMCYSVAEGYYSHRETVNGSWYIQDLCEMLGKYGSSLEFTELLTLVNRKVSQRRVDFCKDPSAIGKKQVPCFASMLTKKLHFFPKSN
* hit, by the source's call; . = no result given; & = joins results of further samples. Random draw from the library. About 3.2% of those tested had a hit in this group.

SMILES	RAD54 inh	RAD52 anneal inh	ERp5 inh	E-selectin induc	esBAF inh	PglD DTNB	ARNT TACC3 PPI	Casp6 inh
O=C(CSCc1cc(=O)n2nc(C3CC3)sc2n1)Nc1ccccc1Cl	-10	-51	0	.	4	4	-16	2
O=C(N[C@H]1CC[C@@H](CCn2cc(C3CCCCC3)nn2)O[C@@H]1CO)c1cccnc1	1	0	-7	0.0	0	-3	-4	-2
C[C@@H]1CN([C@H](C)CO)S(=O)(=O)c2ccc(-c3ccc(C(=O)N(C)C)cc3)cc2O[C@@H]1CN(C)Cc1ccc2c(c1)OCO2	-14	14	3	-0.3	6	3	3	-2
CCOC(=O)N1CCN(C(=O)C2CCN(S(=O)(=O)CC)CC2)CC1	10	0	-1	.	-3	-2	3	-1
COCC(=O)N1CC(=O)N2[C@@H](CO)[C@H](c3ccc(C#Cc4cccnc4)cc3)[C@@H]2C1	.	-7	6	-0.2	.	.	.	1
CC(CCc1ccccc1)NC(=O)Cc1cccs1 (centres undefined)	.	-16	3	0.7	.	.	.	11
COc1ccc(NC(=O)N2CCCC2C(=O)NCc2ccccc2Cl)cc1 (centres undefined)	6	-6	-3	0.0	-12	2	-3	3
COc1ccc2c(c1)C(=O)CC(c1ccc3c(c1)OCCO3)O2 (centres undefined)	11	1	4	0.0	20	3	-15	-7
COc1cccc(NC(=O)COC(=O)Cc2ccc(Br)cc2)c1	.	-13	-3	-0.1	.	.	.	4
Cc1ccc(-c2nc(SC(C)C(=O)N3CCOCC3)n[nH]2)cc1 (centres undefined)	6	1	5	-0.8	2	4	2	3
Cc1ccnc(NC(=O)c2cccc(S(=O)(=O)N3CCN(c4ccccc4)CC3)c2)c1	5	-4	3	-1.7	-43	-6	8	0
COc1cccc(NC(=O)CN(C)C(=O)c2cc(-c3ccccc3)nc3ccc(C)cc23)c1	-3	-9	0	0.6	0	-3	-1	-70
Nc1ccccc1-c1nc2ccccc2c(=O)o1	-6	-12	-1	.	2	-1	-10	-2
CCC(NC(=O)CNC(=O)CNC(=O)c1ccc(Cl)cc1Cl)c1ccc(C)cc1 (centres undefined)	-3	-13	5	-0.2	-4	-2	-4	4
COc1ccc(OC)c(CCNC(=O)C(C)n2nc(C)c3c(C)n(-c4ccccc4)nc3c2=O)c1 (centres undefined)	6	3	3	.	-3	8	4	-2
COc1cc(C(=O)N2CCN(C(=O)c3ccccc3)CC2)cc(OC)c1OC	0	-4	1	.	-8	-1	0	2
CN(C)CCOc1ccc(C(C)(C)c2ccccc2)cc1	.	-11	1	5.9	.	.	-18	7
CCN(c1ccccc1)S(=O)(=O)c1ccc(OC)c(NC(=O)CN2C(=O)NC(C)(C)C2=O)c1	8	-12	5	.	-6	-3	-2	1
CCOC(=O)c1cc2sccc2n1CC(=O)Nc1ccc(OC)cc1	12	.	.	.	-11	-2	-8	.
c1cncc(-c2nnc3sc(C4CCCCC4)nn23)c1	-1	.	.	.	-19	-3	-1	.
COc1ccccc1-c1cnc2c(c1)C(=O)N([C@@H](C)CO)C[C@H](C)[C@H](CN(C)Cc1ccncc1)O2	-1	3	2	-0.3	1	-2	-6	0
C/C(=N\NC(=O)c1cc(C)nc2ccccc12)c1cccs1	.	-19	-2	-0.2	14	.	26	1
COc1cc(C(=O)Nc2cc(-c3nc4cc(C)ccc4o3)ccc2C)cc(OC)c1OC	-18	.	.	.	13	1	-9	.
CC(C)NC(=O)Nc1ccc2c(c1)C(=O)N([C@H](C)CO)C[C@@H](C)[C@@H](CN(C)C(=O)NC1CCCCC1)O2	8&-7	12&15	-7&-2	-0.4&-0.1	-1&-2	-1&-6	10&-1	-1&0
NC(=O)c1ccc(N2CCC(C(N)=O)CC2)c([N+](=O)[O-])c1	1	-7	2	7.1	4	2	0	-2
Other records
SMILES	RAD54 inh	RAD52 anneal inh	ERp5 inh	E-selectin induc	esBAF inh	PglD DTNB	ARNT TACC3 PPI	Casp6 inh
CCOc1ccc2c(C)cc(=O)oc2c1OCC	3	.	.	.	0	-3	-3	.
O=C(Nc1ccc(Cl)cc1)N[C@H]1CC[C@H](CCNS(=O)(=O)c2ccccc2F)O[C@H]1CO	9	-3	2	0.5	1	1	3	0
COc1cccc(CNC(=O)[C@@H]2CCCN2C(=O)OC(C)(C)C)c1	.	-4	1	0.0	.	.	.	-1
Cc1noc(C)c1S(=O)(=O)Nc1ccc2c(c1)C(=O)N([C@@H](C)CO)C[C@H](C)[C@H](CN(C)Cc1ccncc1)OCCCC[C@H](C)O2	2	-11	-1	4.7	2	1	3	2
COCCn1nnnc1C(c1ccccn1)N1CCN(c2cccc(C)c2C)CC1 (centres undefined)	-16	.	.	.	4	8	0	.
CCOC(=O)c1c(N)sc(-c2ccccc2)c1C	-1	.	.	.	23	-3	-1	.
CCCCCCCNC(=O)C1(CC2CC(c3ccccc3)=NO2)CCN(C(=O)OC(C)(C)C)CC1 (centres undefined)	-6	-9	1	-0.1	62*	2	2	-4
CCn1nc(C)c(CN2CCC(n3nccc3NC(=O)Cc3ccccc3)CC2)c1C	16	-6	-2	-0.2	1	3	-6	-6
C[C@]12c3[nH]c4ccccc4c3CCN1C(=O)C(CC(=O)NCCCn1ccnc1)C[C@@H]2C(=O)N1CCCCC1 (some centres undefined)	-7	1	4	0.0	-7	-2	12	-30
CCOc1ccccc1N(CC(=O)Nc1ccc2c(c1)OCCO2)S(C)(=O)=O	11	.	.	.	1	-3	31	.
CCCCn1c(SCC(=O)N2CC(C)CC(C)C2)nc2cc(S(N)(=O)=O)ccc21 (centres undefined)	-1	.	.	.	1	2	-14	.
CCOC(=O)C1(Cc2cccc(OC)c2)CCCN(C(=O)CCN2CCCO2)C1 (centres undefined)	5	-7	3	2.2	68*	0	4	-3
CC(OC(=O)Cc1ccsc1)C(=O)Nc1ccc(Cl)cn1 (centres undefined)	14	-4	0	5.0	-2	0	-6	0
O=S(=O)(Nc1cccc(CCc2ccccn2)c1)c1cc(Cl)ccc1Cl	.	-38	1	0.1	.	.	-7	0
CCOc1ccc(OCCSc2nc(C)cc(=O)[nH]2)cc1	-5	.	.	.	37	-1	-5	.
Cc1[nH]c2ccccc2c1/C=C(\C#N)C(=O)NCC1CCCO1 (centres undefined)	.	-16	-2	2.1	.	.	6	1
COCC(=O)N(C)C[C@@H]1Oc2ncc(C#C[C@H](C)O)cc2C(=O)N([C@@H](C)CO)C[C@H]1C	0	-2	0	-0.9	1	4	-9	-1
Cn1c(C(=O)O)cc2cc(Oc3ccccc3)ccc21	4	-3	0	.	5	-5	-9	-1
O=C(NCC[C@@H]1CC[C@@H](NS(=O)(=O)Cc2ccccc2)[C@H](CO)O1)C1CCOCC1	-5	4	2	0.6	-4	1	6	-1
CCOc1ccc(N2C(=O)C(Cl)=C(N3CCOCC3)C2=O)cc1	-3	-18	-7	.	-6	1	-6	3
C[C@@H]1CN([C@@H](C)CO)C(=O)c2cc(NS(C)(=O)=O)ccc2O[C@H]1CN(C)Cc1ccc(C(=O)Nc2ccccc2N)cc1	-1	-2	8	.	-9	1	11	-1
C[C@@H]1CN([C@H](C)CO)C(=O)c2cc(NC(=O)Nc3ccc4c(c3)OCO4)ccc2O[C@@H](C)CCCCO[C@@H]1CN(C)Cc1ccc(Cl)c(Cl)c1	-13	-1	-4	0.4	0	3	1	1
Cc1nn(-c2ccc(F)cc2)c(Cl)c1/C=C(/CC(=O)O)c1nc2ccccc2s1	.	-13	-1	0.2	.	.	-1	2
CCOC(=O)COc1ccsc1C(=O)OC	7	.	.	.	1	4	-2	.
O=C(C[C@@H]1CC[C@@H]2[C@H](COC[C@H](O)CN2C(=O)c2ccccc2)O1)NCc1ccc(-c2ccccc2)cc1	8	-8	-3	0.7	1	-3	-5	1

15 neighbouring entries already listed, quoted:
SMILES	RAD54 inh	RAD52 anneal inh	ERp5 inh	E-selectin induc	esBAF inh	PglD DTNB	ARNT TACC3 PPI	Casp6 inh
O=C(Nc1ccc(Cl)cc1)N[C@H]1CC[C@H](CCNS(=O)(=O)c2ccccc2F)O[C@H]1CO	9	-3	2	0.5	1	1	3	0
COc1cccc(CNC(=O)[C@@H]2CCCN2C(=O)OC(C)(C)C)c1	.	-4	1	0.0	.	.	.	-1
Cc1noc(C)c1S(=O)(=O)Nc1ccc2c(c1)C(=O)N([C@@H](C)CO)C[C@H](C)[C@H](CN(C)Cc1ccncc1)OCCCC[C@H](C)O2	2	-11	-1	4.7	2	1	3	2
COCCn1nnnc1C(c1ccccn1)N1CCN(c2cccc(C)c2C)CC1 (centres undefined)	-16	.	.	.	4	8	0	.
CCOC(=O)c1c(N)sc(-c2ccccc2)c1C	-1	.	.	.	23	-3	-1	.
CCCCCCCNC(=O)C1(CC2CC(c3ccccc3)=NO2)CCN(C(=O)OC(C)(C)C)CC1 (centres undefined)	-6	-9	1	-0.1	62*	2	2	-4
CCn1nc(C)c(CN2CCC(n3nccc3NC(=O)Cc3ccccc3)CC2)c1C	16	-6	-2	-0.2	1	3	-6	-6
C[C@]12c3[nH]c4ccccc4c3CCN1C(=O)C(CC(=O)NCCCn1ccnc1)C[C@@H]2C(=O)N1CCCCC1 (some centres undefined)	-7	1	4	0.0	-7	-2	12	-30
CCOc1ccccc1N(CC(=O)Nc1ccc2c(c1)OCCO2)S(C)(=O)=O	11	.	.	.	1	-3	31	.
CCCCn1c(SCC(=O)N2CC(C)CC(C)C2)nc2cc(S(N)(=O)=O)ccc21 (centres undefined)	-1	.	.	.	1	2	-14	.
CCOC(=O)C1(Cc2cccc(OC)c2)CCCN(C(=O)CCN2CCCO2)C1 (centres undefined)	5	-7	3	2.2	68*	0	4	-3
CC(OC(=O)Cc1ccsc1)C(=O)Nc1ccc(Cl)cn1 (centres undefined)	14	-4	0	5.0	-2	0	-6	0
O=S(=O)(Nc1cccc(CCc2ccccn2)c1)c1cc(Cl)ccc1Cl	.	-38	1	0.1	.	.	-7	0
CCOc1ccc(OCCSc2nc(C)cc(=O)[nH]2)cc1	-5	.	.	.	37	-1	-5	.
Cc1[nH]c2ccccc2c1/C=C(\C#N)C(=O)NCC1CCCO1 (centres undefined)	.	-16	-2	2.1	.	.	6	1

(further entries)
SMILES	RAD54 inh	RAD52 anneal inh	ERp5 inh	E-selectin induc	esBAF inh	PglD DTNB	ARNT TACC3 PPI	Casp6 inh
CC(=O)c1cccc(NC(=O)Cn2cnc(S(=O)(=O)N3CCCC3)c2)c1	-11	-8	-4	.	3	0	-3	-2
O=C(O)CC(C(=O)OC1CCCCC1)N1CCOCC1 (centres undefined)	-5	.	.	.	12	6	-7	.
COc1cccc(C(=O)C2CCCN(C(=O)c3ccccn3)C2)c1 (centres undefined)	1	-12	-3	.	-8	-4	0	-1
CCCN1C[C@@H](C)[C@H](OC)CN(C)C(=O)c2cc(NC(=O)Nc3cccc(F)c3)ccc2OC[C@@H]1C	5	.	.	-0.2	3	3	0	.
COC(=O)c1cc2c(cc1N)OCCO2	.	-4	7	.	.	.	3	15
O=C(CCN1C(=O)/C(=C\C=C\c2ccccc2)SC1=S)Nc1ccc(C(=O)O)cc1	-3	-3	1	-0.1	.	-8	1	49*
O=C(NC(=S)Nc1nc(-c2cccc([N+](=O)[O-])c2)cs1)c1cc(Cl)ccc1Cl	-8	-29	3	0.4	5	0	.	4
